Screening results (PubChem BioAssay)
PLK1 PBD inh = blocks phosphopeptide binding to human PLK1 polo-box domain; Potency, µM, for inactives: max response, negative = inhibition, usual class: inhibitors; P53350; actives 2.8% (n = 360,000); Plk1 PBD binding of FITC phosphopeptide, fluorescence polarization; note: potency is the fitted concentration of half-maximal effect; series mostly up to about 57 µM; % is set by controls: 0 for no effect and ±100 for the full control effect; nearly all actives have a fitted effect of over 65% in size
Target sequence (P53350 whole entry, looked up, the tested form may be a part): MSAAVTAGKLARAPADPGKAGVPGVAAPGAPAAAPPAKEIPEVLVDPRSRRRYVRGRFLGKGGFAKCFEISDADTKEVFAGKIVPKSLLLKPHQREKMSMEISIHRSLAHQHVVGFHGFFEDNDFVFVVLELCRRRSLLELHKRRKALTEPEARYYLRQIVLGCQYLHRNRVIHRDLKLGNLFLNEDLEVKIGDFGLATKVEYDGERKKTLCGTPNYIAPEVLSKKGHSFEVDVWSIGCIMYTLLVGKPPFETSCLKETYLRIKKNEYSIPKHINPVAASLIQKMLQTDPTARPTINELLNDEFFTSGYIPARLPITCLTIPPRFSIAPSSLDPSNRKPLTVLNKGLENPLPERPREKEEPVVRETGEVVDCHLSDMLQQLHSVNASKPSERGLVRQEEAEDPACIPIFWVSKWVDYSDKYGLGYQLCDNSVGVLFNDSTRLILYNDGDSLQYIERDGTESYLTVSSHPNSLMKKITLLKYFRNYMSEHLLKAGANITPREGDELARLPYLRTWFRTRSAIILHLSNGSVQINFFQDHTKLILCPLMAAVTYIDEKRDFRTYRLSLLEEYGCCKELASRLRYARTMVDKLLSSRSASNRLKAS
CCT chaperon mod = modulators of cytosolic chaperonin (CCT/TRiC) activity. activity change, % (test concentration not listed), hits read low. purified chaperonin ATPase assay, HTRF ADP detection, 30 min. AID 651819. actives 0.3% (n = 360,000); in the data active = activity change below about -30%; note: % is set by controls: 0 for no effect and ±100 for the full control effect
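TRiC at 40 or 20 nM final (batch-dependent) in 30 mM Tris pH 7.4, 100 mM KCl, 5 mM MgCl2, 1 mM DTT, with compound at single 76 uM and 10 uM ATP, 30 min at 37 deg C. ADP detected by HTRF Transcreener, 665/615 ratio.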
EPAC1 antagonist = antagonists of human EPAC1; O95398; EPAC1 GEF assay, Rap1b-BODIPY-GDP exchange fluorescence; Potency, µM (series often up to 115 µM), inactives show at the highest dose activity change, negative = inhibition, usual class: inhibitors; actives 0.14% (n = 360,000); AID 720709;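 note: potency is the fitted concentration of half-maximal effect; plate controls were vehicle for no effect and positive control for full effect; nearly all actives have a fitted effect of over 50% in size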
WRN helicase inh = WRN helicase (human) inhibition | WRN helicase unwinding, fluorescent forked duplex, kinetic | Potency, µM (doses to about 114 µM), for inactives: at the top dose activity change, negative = inhibition, most hits filed as inhibitors | actives 0.46% (n = 360,000) | AID 651768; note: potency is the fitted concentration of half-maximal effect; % is set by controls: 0 for no effect and ±100 for the full control effect; nearly all actives have a fitted effect of over 55% in size
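Primary qHTS, 1536-well format. 20 nM WRN + compound, 15 min RT; start with 100 nM forked fluorophore/quencher duplex, 2 mM ATP (final); kinetic read ex 525/em 598 nm.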
EPAC1 agonist = EPAC1 (human) agonism; O95398; EPAC1 agonist qHTS, biochemical assay; response scale: 100% = response to 6.5 mM cAMP; Potency, µM (doses to about 154 µM), without a hit: top-dose activation, usual class: activators; actives 0.073% (n = 360,000); note: potency is the fitted concentration of half-maximal effect; nearly all actives have a fitted effect of over 60% in size
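Multi-concentration qHTS readout: loss of Rap1B-bound BODIPY-GDP fluorescence driven by 100 nM EPAC1 with excess GDP (50 uM), monitored kinetically at room temperature; agonist response expressed relative to 6.5 mM cAMP.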
MmCpn inh = blocks the Methanococcus maripaludis chaperonin Mm-Cpn; purified Mm-Cpn ATPase, ADP Transcreener TR-FRET; Potency, µM (series often up to 76.9 µM), for inactives: at the top dose activity, negative = inhibition, hits mostly inhibitors; actives 0.031% (n = 330,000); AID 504842; note: potency is the fitted concentration of half-maximal effect; % is set by controls: 0 for no effect and ±100 for the full control effect; nearly all actives have a fitted effect of over 80% in size
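Eu-cryptate anti-ADP/ADP-d2 competition gives a ratio inversely related to ADP. Enzyme at 25 nM was pre-exposed to compound for 10 min, then given 10 uM ATP for 30 min, 37°C throughout.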
EPAC2 antagonist = EPAC2 (human) antagonism; Potency, µM (doses to about 114 µM), for the others: at the highest dose activity, negative = inhibition, hits mostly inhibitors; Q8WZA2; EPAC2 GEF exchange of Rap1B-BODIPY-GDP, fluorescence; actives 0.18% (n = 360,000); note: potency is the fitted concentration of half-maximal effect; % is set by controls: 0 for no effect and ±100 for the full control effect; nearly all actives have a fitted effect of over 45% in size; many of its hits are not listed in these tables
PI5P4Ka inh = blocks human PI5P4K alpha kinase activity; P48426; actives 1.2% (n = 330,000); max response, %; PI5P4Kalpha enzyme, ADP-Glo luminescence, 60 min; active compounds read low; active = max response of -50% or lower; inconclusive = between -30% and -50%; inactive = -30% or higher; note: value at the top dose of about 77 µM; % is set by controls: 0 for no effect and ±100 for the full control effect
Target sequence (P48426 whole entry, looked up): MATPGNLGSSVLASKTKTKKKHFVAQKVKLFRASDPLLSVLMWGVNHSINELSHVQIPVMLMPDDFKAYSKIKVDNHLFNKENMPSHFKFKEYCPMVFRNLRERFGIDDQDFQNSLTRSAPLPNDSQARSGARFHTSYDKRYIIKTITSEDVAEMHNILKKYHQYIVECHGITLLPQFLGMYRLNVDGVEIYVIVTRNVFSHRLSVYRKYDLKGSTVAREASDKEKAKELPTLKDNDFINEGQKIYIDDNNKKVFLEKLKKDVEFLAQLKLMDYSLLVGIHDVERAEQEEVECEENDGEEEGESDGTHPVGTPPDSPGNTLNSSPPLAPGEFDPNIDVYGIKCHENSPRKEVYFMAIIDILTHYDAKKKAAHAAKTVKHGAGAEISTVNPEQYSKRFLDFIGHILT
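qHTS, 1536-well: enzyme/substrate mix, compound by pin tool, 5 microM ATP final; RT 60 min; ADP-Glo reagents 1 (45 min) then 2 (30 min); luminescence.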
Numbers without * were called inactive; [ ] = dose if it differs, or a comment. Unless noted, calls come from the whole dose curve; as a rule, active = well fitted curve in the direction sought with a large enough effect; inconclusive = small, poorly fitted or top-dose-only effect, or another doubt; inactive = no such curve, though single readings can be large; an effect the other way counts as inactive or inconclusive. An excerpt; count on the stated rates, not on these rows.

Results for CC(=O)NC(CC(=O)Nc1cccc(S(=O)(=O)N2CCOCC2)c1)c1ccccc1 (stereo not drawn) ?
PLK1 PBD inh: -7%; CCT chaperon mod: 0.8; EPAC1 antagonist: -17%; WRN helicase inh: -5%; EPAC1 agonist: 8%; MmCpn inh: 1%; EPAC2 antagonist: 3%; PI5P4Ka inh: 0

Results for CCN(CC)S(=O)(=O)c1ccc(OC)c(NC(=O)C2CC(=O)N(c3ccc4c(c3)OCCO4)C2)c1 (stereo not drawn) ?
PLK1 PBD inh: -2%; CCT chaperon mod: -3.3; EPAC1 antagonist: -8%; WRN helicase inh: -35%; EPAC1 agonist: 9%; MmCpn inh: 2%; EPAC2 antagonist: -11%; PI5P4Ka inh: 0

How did C[C@@H]1CC=C[C@H]2[C@H]1C(=O)N(Cc1ccccc1)[C@H]2c1ccc2ccccc2c1Br do in these assays?
PLK1 PBD inh: 24µM*; CCT chaperon mod: 0.1; EPAC1 antagonist: -21%; WRN helicase inh: -5%; EPAC1 agonist: -29%; MmCpn inh: -10%; EPAC2 antagonist: -24%; PI5P4Ka inh: 0

How did O=C(Cc1ccc(S(=O)(=O)N2CCCCC2)s1)Nc1cccc2ccccc12 do in these assays?
PLK1 PBD inh: -1%; CCT chaperon mod: -0.7; EPAC1 antagonist: 18%; WRN helicase inh: 16%; EPAC1 agonist: 1%; MmCpn inh: -3%; EPAC2 antagonist: 12%; PI5P4Ka inh: -4

How did CN(CCc1ccccn1)C1CCCN(S(=O)(=O)c2ccccc2)C1 (stereo not drawn) do in these assays?
PLK1 PBD inh: -2%; CCT chaperon mod: 0.9; EPAC1 antagonist: -6%; WRN helicase inh: 1%; EPAC1 agonist: -8%; MmCpn inh: -1%; EPAC2 antagonist: 22%; PI5P4Ka inh: 1

Results for O=C(NC1CCCCC1)c1cccc(S(=O)(=O)N2CCOCC2)c1 ?
PLK1 PBD inh: -2%; CCT chaperon mod: 0.8; EPAC1 antagonist: 13%; WRN helicase inh: -5%[57.1 µM]; EPAC1 agonist: -4%; MmCpn inh: 2%; EPAC2 antagonist: -1%; PI5P4Ka inh: -10

Results for O=C(Nc1ncnc2sc3c(c12)CCCC3)c1ccncc1 ?
PLK1 PBD inh: -10%; CCT chaperon mod: -0.6; EPAC1 antagonist: 4%; WRN helicase inh: 1%; EPAC1 agonist: 1%; MmCpn inh: 2%; EPAC2 antagonist: 3%; PI5P4Ka inh: 0

Results for Cc1cc(=O)oc2cc(OCC(=O)NCCN3CCOCC3)ccc12 ?
PLK1 PBD inh: -20%; CCT chaperon mod: -3.0; EPAC1 antagonist: -6%; WRN helicase inh: -4%; EPAC1 agonist: -4%; MmCpn inh: 1%; EPAC2 antagonist: -3%; PI5P4Ka inh: 0

How did CNC(=O)C1CC(=O)N(c2ccc(F)c(Cl)c2)C1 (stereo not drawn) do in these assays?
PLK1 PBD inh: -10%; CCT chaperon mod: -6.0; EPAC1 antagonist: 8%; WRN helicase inh: 5%; EPAC1 agonist: 8%; MmCpn inh: 0%; EPAC2 antagonist: 4%; PI5P4Ka inh: -8

How did Cc1cccc(/C=N/c2sc3c(c2C(=O)OC(C)(C)C)CCN(C)C3)c1O do in these assays?
PLK1 PBD inh: -4%; CCT chaperon mod: -0.2; EPAC1 antagonist: -18%; WRN helicase inh: -2%; EPAC1 agonist: 16%; MmCpn inh: 1%; EPAC2 antagonist: -16%; PI5P4Ka inh: 20

Results for COc1cc(OC)c2c(-c3cccc(-c4ccc(CO)cc4)c3)cc(=O)oc2c1 ?
PLK1 PBD inh: inconclusive; CCT chaperon mod: -0.7; EPAC1 antagonist: inconclusive; WRN helicase inh: -9%; EPAC1 agonist: -10%; MmCpn inh: 0%; EPAC2 antagonist: -22%; PI5P4Ka inh: 2

What do the screens show for `CC(C)NC(=O)C1(C)CSCC(=O)N1C1CC1` (stereo not drawn)?
PLK1 PBD inh: 0%; EPAC1 antagonist: 2%; WRN helicase inh: -2%; EPAC1 agonist: -9%; EPAC2 antagonist: 1%; PI5P4Ka inh: 5

Results for O=C(COc1ccc(Br)cc1Br)NC(=O)NC1CCCC1 ?
PLK1 PBD inh: -2%; CCT chaperon mod: -2.3; EPAC1 antagonist: -11%; WRN helicase inh: -14%; EPAC1 agonist: 1%; MmCpn inh: -1%; EPAC2 antagonist: -10%; PI5P4Ka inh: 16

What do the screens show for `CCOC(=O)C1=C(c2ccccc2)N=C2SCC(=O)N2C1c1ccc(OC)c(OC)c1` (stereo not drawn)?
PLK1 PBD inh: 0%; CCT chaperon mod: 2.7; EPAC1 antagonist: -17%; WRN helicase inh: -15%; EPAC1 agonist: -5%; MmCpn inh: -8%; EPAC2 antagonist: -44%; PI5P4Ka inh: 7

What do the screens show for `CC(=O)C(CC(=O)N1CCCc2ccccc21)C(=O)Nc1ccc(F)cc1` (stereo not drawn)?
PLK1 PBD inh: -9%; CCT chaperon mod: 0.8; EPAC1 antagonist: 4%; WRN helicase inh: 7%; EPAC1 agonist: -11%; MmCpn inh: 2%; EPAC2 antagonist: 2%; PI5P4Ka inh: 4

Results for Nc1nc2ncccc2cc1C(=O)NCCc1cccs1 ?
PLK1 PBD inh: -6%; CCT chaperon mod: -0.2; EPAC1 antagonist: 9%; WRN helicase inh: 5%; EPAC1 agonist: 5%; EPAC2 antagonist: 0%; PI5P4Ka inh: -4

Results for CCOC(=O)c1sc(NC(=O)c2cc3n(n2)C(C(F)(F)F)CC(c2ccccc2)N3)c(C(=O)OCC)c1C (stereo not drawn) ?
PLK1 PBD inh: 0%; CCT chaperon mod: 1.9; EPAC1 antagonist: -5%; WRN helicase inh: -6%; EPAC1 agonist: -1%; MmCpn inh: 2%; EPAC2 antagonist: -4%

How did Cc1occc1-c1nnc(SCC(=O)c2ccccc2)n1CC1CCCO1 (stereo not drawn) do in these assays?
PLK1 PBD inh: -16%; CCT chaperon mod: -2.8; EPAC1 antagonist: -9%; WRN helicase inh: 2%; EPAC1 agonist: -1%; MmCpn inh: -2%; EPAC2 antagonist: 3%; PI5P4Ka inh: 1

Results for CCN(CC)C(=O)Cn1cc(S(=O)(=O)CC(=O)NCc2ccc3c(c2)OCO3)c2ccccc21 ?
PLK1 PBD inh: 1%; CCT chaperon mod: 0.3; EPAC1 antagonist: -2%; WRN helicase inh: 0%; EPAC1 agonist: -7%; MmCpn inh: -2%; EPAC2 antagonist: 4%; PI5P4Ka inh: -6

How did COc1ccccc1NC(=O)CSc1nc2[nH]ncc2c(=O)[nH]1 do in these assays?
PLK1 PBD inh: 4%; CCT chaperon mod: 1.0; EPAC1 antagonist: -5%; WRN helicase inh: 3%; EPAC1 agonist: 5%; MmCpn inh: -1%; EPAC2 antagonist: 4%; PI5P4Ka inh: -4

Results for COc1ccc(S(=O)(=O)NCC2CCCO2)c(Cl)c1Cl (stereo not drawn) ?
PLK1 PBD inh: inconclusive; CCT chaperon mod: 0.0; EPAC1 antagonist: -14%; WRN helicase inh: 3%; EPAC1 agonist: 2%; MmCpn inh: 0%; EPAC2 antagonist: 6%; PI5P4Ka inh: -2

Results for COc1ccc(C2=C(C=Nc3c(C)n(C)n(-c4ccccc4)c3=O)C(c3ccccc3C)c3ccccc3O2)cc1OC (stereo not drawn) ?
PLK1 PBD inh: -4%; CCT chaperon mod: -4.1; EPAC1 antagonist: 4%; WRN helicase inh: 2%; EPAC1 agonist: -1%; MmCpn inh: 0%; EPAC2 antagonist: 0%; PI5P4Ka inh: -5

How did O=C(O)/C=C/C(=O)Nc1ccc2nccnc2c1 do in these assays?
PLK1 PBD inh: -13%; CCT chaperon mod: -3.0; EPAC1 antagonist: -14%; WRN helicase inh: 5%; EPAC1 agonist: 12%; MmCpn inh: -2%; EPAC2 antagonist: 0%; PI5P4Ka inh: -7

What do the screens show for `Cn1c(C(=O)NN)cc2cc(OCc3ccccc3)ccc21`?
PLK1 PBD inh: 2%; CCT chaperon mod: 0.8; EPAC1 antagonist: 0%; WRN helicase inh: 0%; EPAC1 agonist: 11%; EPAC2 antagonist: 2%; PI5P4Ka inh: 2

Results for CCOC(=O)C1CCCN(C(=O)c2cc3c(=O)n4ccccc4nc3s2)C1 (stereo not drawn) ?
PLK1 PBD inh: -6%; CCT chaperon mod: 0.6; EPAC1 antagonist: -4%; WRN helicase inh: -6%; EPAC1 agonist: -6%; MmCpn inh: 1%; EPAC2 antagonist: 3%; PI5P4Ka inh: 0

How did COc1ccc(CNC(=O)CSc2nc(SC)ns2)cc1 do in these assays?
PLK1 PBD inh: -9%; CCT chaperon mod: -0.5; EPAC1 antagonist: 8%; WRN helicase inh: 0%; EPAC1 agonist: 14%; MmCpn inh: 2%; EPAC2 antagonist: 6%; PI5P4Ka inh: 0

Sorted by heavy-atom count (falling): part of the list above
Results for CCOC(=O)C1CCCN(C(=O)c2cc3c(=O)n4ccccc4nc3s2)C1 (stereo not drawn) ?
PLK1 PBD inh: -6%; CCT chaperon mod: 0.6; EPAC1 antagonist: -4%; WRN helicase inh: -6%; EPAC1 agonist: -6%; MmCpn inh: 1%; EPAC2 antagonist: 3%; PI5P4Ka inh: 0

How did COc1ccccc1NC(=O)CSc1nc2[nH]ncc2c(=O)[nH]1 do in these assays?
PLK1 PBD inh: 4%; CCT chaperon mod: 1.0; EPAC1 antagonist: -5%; WRN helicase inh: 3%; EPAC1 agonist: 5%; MmCpn inh: -1%; EPAC2 antagonist: 4%; PI5P4Ka inh: -4

What do the screens show for `Cn1c(C(=O)NN)cc2cc(OCc3ccccc3)ccc21`?
PLK1 PBD inh: 2%; CCT chaperon mod: 0.8; EPAC1 antagonist: 0%; WRN helicase inh: 0%; EPAC1 agonist: 11%; EPAC2 antagonist: 2%; PI5P4Ka inh: 2

How did COc1ccc(CNC(=O)CSc2nc(SC)ns2)cc1 do in these assays?
PLK1 PBD inh: -9%; CCT chaperon mod: -0.5; EPAC1 antagonist: 8%; WRN helicase inh: 0%; EPAC1 agonist: 14%; MmCpn inh: 2%; EPAC2 antagonist: 6%; PI5P4Ka inh: 0

Results for COc1ccc(S(=O)(=O)NCC2CCCO2)c(Cl)c1Cl (stereo not drawn) ?
PLK1 PBD inh: inconclusive; CCT chaperon mod: 0.0; EPAC1 antagonist: -14%; WRN helicase inh: 3%; EPAC1 agonist: 2%; MmCpn inh: 0%; EPAC2 antagonist: 6%; PI5P4Ka inh: -2
